Compound activity: PubChem BioAssay, National Center for Advancing Translational Sciences (NCATS)
Texas Red fluor = compound fluoresces in the Texas Red spectral region; Compound fluorescence, Texas Red channel, 547/618 nm; hits give high values; max dye-equivalent concentration, M; actives 0.06% (n = 59,000); AID 587; in the data active = max dye-equivalent concentration above about 10 nM; inconclusive = between about 1.1 nM and that limit
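Pin-transferred compounds and Texas Red standards go into 100 mM Tris buffer, pH 8.0. After 15 min at room temperature, plates are imaged with 547/618 nm filters. Each value is a dye-equivalent concentration derived from the per-plate dye curve.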
4-MU autofl = 4-MU region autofluorescence; compound autofluorescence, 340/450 nm, 4-MU equivalents; hits give high values; max dye-equivalent concentration, M; actives 11% (n = 59,000); AID 589; in the data active = max dye-equivalent concentration above about 10 nM; inconclusive = mostly about 1.1 nM to 9.6 nM
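Intrinsic fluorescence at 340/450 nm (ex/em) was read after 15 min at room temperature in pH 8.0, 100 mM Tris. Each compound concentration expressed as 4-MU-equivalent concentration from a six-point 4-MU standard series on each plate.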
Ub-GFP proteasome = inhibits proteasome, raising ubiquitin-GFP reporter fluorescence | Ubiquitin-GFP reporter cells, proteasome inhibition, GFP fluorescence; response scale: untreated = 0%, 10 µM MG-132 = 100% | Potency, µM (top dose mostly 45.9 µM), for inactives: top-dose activation (GFP accumulation), actives largely listed as activators | 67,000 tested, under 10 active; active = well fitted activation curve with a large enough effect, not every such curve was filed as active; inconclusive = small, poorly fitted or top-dose-only effect, or another doubt; inactive = no such curve, though single readings can be large or run the other way; also: potency is read from the fitted curve at half-maximal effect
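Proteasome block read as GFP accumulation: ubiquitin(G76V)-GFP U2OS cells exposed to compound (2.9 nM–46 uM) for 4 hr at 37 C. Normalization used untreated cells as 0% and 10 uM MG-132 as 100%; concentration-response curves fitted.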
15-hLO inh = inhibitors of human 15-lipoxygenase (ALOX15); P16050; purified 15hLO-1, xylenol orange hydroperoxide absorbance; Potency, µM (series often up to 57.1 µM), for the others: top-dose activity change, negative = inhibition, actives largely listed as inhibitors; actives 1.4% (n = 74,000); also: potency is read from the fitted curve at half-maximal effect; % is scaled to controls: 0 for no effect and ±100 for the full control effect; nearly all actives have a fitted effect of over 55% in size
Target sequence (P16050 whole entry, looked up): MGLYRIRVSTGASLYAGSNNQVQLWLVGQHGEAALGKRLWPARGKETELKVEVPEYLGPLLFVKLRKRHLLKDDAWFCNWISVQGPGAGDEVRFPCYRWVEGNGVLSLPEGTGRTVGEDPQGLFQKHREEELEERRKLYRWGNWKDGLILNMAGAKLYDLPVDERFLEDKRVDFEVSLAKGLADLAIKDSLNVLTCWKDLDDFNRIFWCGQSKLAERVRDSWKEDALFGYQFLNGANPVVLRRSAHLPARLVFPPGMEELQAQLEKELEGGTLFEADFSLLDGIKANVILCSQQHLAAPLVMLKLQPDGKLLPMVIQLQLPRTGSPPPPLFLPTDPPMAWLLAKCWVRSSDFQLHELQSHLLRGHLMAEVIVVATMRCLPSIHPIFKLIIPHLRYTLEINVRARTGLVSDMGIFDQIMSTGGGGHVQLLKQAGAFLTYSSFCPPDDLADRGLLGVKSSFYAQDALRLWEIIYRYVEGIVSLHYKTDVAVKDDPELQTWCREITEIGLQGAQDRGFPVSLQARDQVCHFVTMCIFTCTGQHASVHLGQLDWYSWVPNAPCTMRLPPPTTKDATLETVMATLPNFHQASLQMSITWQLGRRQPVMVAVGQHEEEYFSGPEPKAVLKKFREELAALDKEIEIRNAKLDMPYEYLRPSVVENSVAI
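Compounds were preincubated 15 min at room temperature with 40 nM purified human enzyme (25 mM Hepes pH 7.5, 0.01% Triton X-100); 50 uM arachidonic acid reacted 6 min. Fe-xylenol orange detection, 30 min, absorbance ratio 573/405 nm.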
Pol III holo inh = DNA polymerase III holoenzyme inhibition. reconstituted DNA polymerase III holoenzyme replication, biochemical. Potency, µM (doses to about 57.1 µM), inactives show at the top dose activity change, negative = inhibition. actives 0.25% (n = 71,000). AID 603; also: potency is read from the fitted curve at half-maximal effect; % is scaled to controls: 0 for no effect and ±100 for the full control effect
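Reconstituted *E. coli* holoenzyme (0.35 nM Pol III, 1 nM beta, 154 nM SSB, 2 nM primase) was preincubated with compound for 15 min at RT. Synthesis on 1.4 nM ssM13Gori ran 35 min, then was stopped with PicoGreen/EDTA and read as dsDNA fluorescence.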
Rhodamine fluor = compound autofluorescence in rhodamine spectral region | Rhodamine-region fluorescence, 547/598 nm, Tris buffer; hits give high values | max dye-equivalent concentration, M | actives 0.05% (n = 59,000) | AID 594; in the data active = max dye-equivalent concentration above about 11 nM; inconclusive = between about 1.1 nM and that limit
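A six-point rhodamine series on each plate calibrates the signal. Compounds sit in 100 mM Tris (pH 8.0) for 15 min at ambient temperature before imaging through 547 nm/598 nm filters.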
Hsp90 Hop PPI = changes Hsp90-Hop TPR2A binding signal, up or down; AlphaScreen TPR2A-His6 binding biotin-Hsp90 C-terminal peptide; Potency, µM (titrated, usually from 57 µM), for inactives: at the top dose activity change, negative = inhibition; actives 0.44% (n = 71,000); active = well fitted curve in either direction with a large enough effect; inconclusive = small, poorly fitted or top-dose-only effect, or another doubt; also: potency is read from the fitted curve at half-maximal effect; % is scaled to controls: 0 for no effect and ±100 for the full control effect; many of its hits are not listed in these tables
HADH2 inhib = HADH2 (human) dehydrogenase inhibition. Potency, µM (titrated, usually from 57.1 µM), inactives show at the top dose activity change, negative = inhibition, most hits filed as inhibitors. actives 3.4% (n = 73,000). recombinant HADH2, NADH fluorescence, beta-hydroxybutyryl-CoA; also: potency is read from the fitted curve at half-maximal effect; % is scaled to controls: 0 for no effect and ±100 for the full control effect; nearly all actives have a fitted effect of over 60% in size; many of its hits are not listed in these tables
Target sequence (Q99714 whole entry, looked up, one chain of several): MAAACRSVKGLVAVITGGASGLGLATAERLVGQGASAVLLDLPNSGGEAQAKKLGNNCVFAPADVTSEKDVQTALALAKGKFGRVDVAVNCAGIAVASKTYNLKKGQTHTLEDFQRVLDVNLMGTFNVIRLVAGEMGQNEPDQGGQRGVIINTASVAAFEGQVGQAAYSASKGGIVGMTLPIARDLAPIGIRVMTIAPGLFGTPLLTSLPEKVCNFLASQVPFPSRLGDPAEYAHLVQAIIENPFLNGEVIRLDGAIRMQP
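NADH fluorescence (ex 360/em 450 nm) read every 30 s for 4 min; activity taken as last-minus-first time point difference. Enzyme 20 nM, NAD+ 1 mM, beta-hydroxybutyryl-CoA 90 uM, pH 9.0 Tris buffer.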
GFP derepression = epigenetic modulators derepressing GFP locus in mouse cells; actives 0.09% (n = 68,000); mouse C127i GFP locus derepression, cytometry, 30 h; Potency, µM (titrated, usually from 46.1 µM), without a hit: at the top dose GFP derepression (activation); also: % of control where 0% means no effect
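Derepression screen: silenced CMV-GFP reporter in murine C127i cells, 30 h compound incubation at 37 C, washed cells imaged by laser-scanning cytometer to enumerate GFP-expressing objects of 20 to 120 um.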
Fluorescein fluor = fluorescein region autofluorescence; actives 0.91% (n = 59,000); max fluorescein-equivalent concentration, M; AID 593; Compound autofluorescence, 480/540 nm, fluorescein-equivalent; hits give high values; in the data active = max fluorescein-equivalent concentration above about 10 nM; inconclusive = between about 1.1 nM and that limit
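First, buffer (100 mM Tris, pH 8.0) dispensed; second, compounds and fluorescein standards pinned in; third, 15 min room-temperature incubation; finally, imaging at ex 480 nm/em 540 nm. Fluorescence normalized against the six-point fluorescein curve.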
HBB splicing = alters splicing of the hemoglobin beta chain; HBB splicing reporter cell assay, activation; EGFP reporter with mutant IVS2-654 intron; response scale: normalised to 500 nM splice-correcting PNA; Potency, µM (titrated, usually from 46.1 µM), for inactives: at the top dose activation, actives largely listed as activators; actives 0.06% (n = 65,000); AID 925; also: potency is read from the fitted curve at half-maximal effect; 0% is about no effect
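Compounds were applied for 2 days to HeLa EGFP-654 cells, 500/well in Optimem with 2% FCS. The reporter's EGFP is disrupted by mis-splicing of beta-globin intron IVS2-654. Readout: summed well GFP fluorescence from 488 nm laser scanning; reference was 500 nM antisense […] 654 PNA.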
Numbers without * were called inactive; i = inactive; ? = inconclusive; . = no result given; & = joins results of further samples; [ ] = another dose, or the depositor's remark. Unless noted, calls follow the shape of the dose curve; as a rule, active = well fitted curve in the direction sought with a large enough effect; inconclusive = small, poorly fitted or top-dose-only effect, or another doubt; inactive = no such curve, though single readings can be large; an effect the other way counts as inactive or inconclusive. An excerpt, so the mix of outcomes need not match the whole.

Fields: Texas Red fluor, 4-MU autofl, Ub-GFP proteasome, 15-hLO inh, Pol III holo inh, Rhodamine fluor, Hsp90 Hop PPI, HADH2 inhib, GFP derepression, Fluorescein fluor, HBB splicing
Cc1cc2occ(CC(=O)NC3=NCCS3)c2cc1C(C)C
    ?, i, -11%, 8%, -5%, i, -2%, 9%, 0%, i, -0.3%
CC(=O)c1cccc(NC(=O)c2ccncc2)c1
    ., ., 12%, -2%, -8%, ., -3%, -3%, 9%, ., -0.3%[9.22 µM]
Nc1nonc1-n1nncc1-c1ccccc1
    i, i, -13%, -6%, -5%, i, 1%, 5%, 2%, i, -0.9%
CC12CCC(C(N)=O)(c3nc4ccccc4nc31)C2(C)C (stereo unspecified)
    i, i, 2%, -3%, -1%, i, -1%, -8%, 2%, i, 4.5%
CCOCCCNC(=O)C(NC(=O)C1CCC(=O)N1)c1ccc(C)cc1 (stereo unspecified)
    i, i, -2%, 10%, 2%, i, -12%, 5%, -1%, i, -2.8%
O=C(Nc1cnn(Cc2ccc(Cl)cc2Cl)c1)c1noc2c1CCCC2
    ., ., 6%, -14%, -4%, ., -2%[2.3 µM], -27%, ., ., -0.7%
Cc1cc(/C=N/n2cnnc2)c(C)n1-c1ccc2ncccc2c1
    ., ., 14%[9.17 µM], ?, -12%[11.4 µM], ., ?, -23%[11.4 µM], -2%, ., -1.2%[0.0738 µM]
CCCCNc1nc(C)nc2c1nc(-c1ccccc1)n2CC(C)(C)CN(C)C
    ., ., 3%, 2%, -12%, ., -2%, -55%, ., ., -0.2%
C=C(C)C(=O)OCC(C)O (stereo unspecified)
    ., ., ., -5%, -2%, ., -3%, 9%, ., ., -0.9%
O=C(NCC(=O)N(CCN1CCOCC1)C(C(=O)NC1CCCC1)c1cccs1)c1ccco1 (stereo unspecified)
    i, i, -1%, 6%, -2%, i, -5%, 2%, 1%, ?, -0.5%
Cc1ccc(C(=O)Nc2nnc(-c3cccs3)s2)cc1C
    i, 7.3e-08M*, 7%, 5%, -13%, i, 0%, ?, -4%, ?, 1.4%
CC1CCCN(C(=O)Nc2cccc(NC(=O)N3CCCC(C)C3C)c2)C1C (stereo unspecified)
    i, i, 7%, -10%, -2%, i, -6%, 10%, -3%, i, .
NC(=O)C1CC(=O)N(Cc2ccc3c(c2)OCO3)C(=Nc2ccccc2)S1 (stereo unspecified)
    i, i, -3%, -9%, -2%, i, -4%, 0%, 4%, ?, 0.8%
COc1ccc2nc(NC(=O)c3ccoc3C)sc2c1
    i, i, -6%, -22%, -5%, i, -4%, 25µM*, 6%, ?, ?
CN(C)c1ncc2nc(-c3ccc(Cl)cc3)c(=O)n(CCC#N)c2n1
    i, 1.5e-08M*, 0%, 10%, 9%, i, -3%, 51%[activator], -7%[9.22 µM], i, 2.3%
O=C1OCCC1Sc1nnc(-c2ccc(Br)cc2)o1 (stereo unspecified)
    i, i, 1%, 7%, 2%, i, 1%, 20%, -1%, i, 0.5%
COC(=O)c1ccc(CN(C(C)=O)c2ccccc2)o1
    i, i, ., ., ., i, ., ., 3%[20.6 µM], i, .
CCOC(=O)c1ccc(NC(=O)CN2CCN(CCN=CC3=C(O)CC(C)(C)CC3=O)CC2)cc1
    i, 1.8e-08M*, 5%, -13%, -7%, i, -6%, ?, 1%, ?, -1.1%
C[C@@H](CNC1CCCCC1)OC(=O)c1ccccc1
    i, i, -5%[20.5 µM], 4%[25.6 µM], -4%[25.6 µM], i, -4%[26 µM], -4%[25.6 µM], -2%[20.6 µM], ?, 0.8%[20.6 µM]
COc1ccc(NC(=O)CCN2CCCC(C)C2)cc1 (stereo unspecified)
    i, i, 8%, 1%, -1%, i, -3%, 2%, 0%, i, -1.1%
Cc1cc(C(=O)CSc2nc(N)cc(N)n2)c(C)n1CCc1ccc(F)cc1
    i, i, -4%, -22%, 1%, i, -19%, 8%, -2%, i, -0.7%[57.5 µM]
O=C(CN1CCOCCOCCN(CC(=O)Nc2ccccc2)CCOCC1)Nc1ccccc1
    i, i, -6%, 4%, 2%, i, -3%, -3%, -3%, ?, 1.4%
O=C1c2cccnc2C(O)N1Cc1cccs1 (stereo unspecified)
    i, i, 0%, 4%, 1%, i, -3%, -9%, 0%, ?, 1.7%
O=C(c1ccc(CS(=O)(=O)c2ccccc2)o1)N1CCN(c2ncccn2)CC1
    ., ., 5%, 7%, 1%, ., 0%, 2%, 5%, ., 0.2%
CN(CC(=O)Nc1ccc2c(c1)OCCO2)S(=O)(=O)c1ccc(Br)s1
    i, i, 2%, -5%, -2%, i, -9%, -3%, 1%, ?, -1.9%
C=C(C)C1Cc2nc(N)nc(C)c2C1 (stereo unspecified)
    i, i, -8%, 7%, 0%, i, 2%, 3%, -1%, i, -3.0%
CN(C)S(=O)(=O)Nc1ccc2c(c1)OCO2
    i, i, -2%, 3%, 0%, i, 0%, -25%, 0%, i, 0.1%[57.5 µM]
Cc1ccc(-n2c(Cc3cccn3C)nnc2SCC(=O)N2CCc3ccccc32)cc1
    i, i, 13%, 4%, 5%, i, -10%, 0%, 0%, i, 0.5%
Cc1ccc(S(=O)(=O)Cn2nnnc2C(C(C)C)N2CCN(C(=O)c3ccco3)CC2)cc1 (stereo unspecified)
    i, i, 2%, -11%, -4%, i, -4%, -5%, -1%, ?, 0.7%
Fc1ccccc1N1CCN(c2ncnc3[nH]ncc23)CC1
    i, i, -5%, 29%, -2%, i, -3%, 4%, 4%, i, -0.2%[57.5 µM]
CC(=O)C(=[N+]=[N-])C(=O)NCc1ccccc1
    i, i, ., ., ., i, ., ., 0%[20.6 µM], i, .
O=C(NCc1ccc2c(c1)OCO2)C1CCN(C(=O)Nc2ccc(Cl)cc2)CC1
    ?, i, -3%, 1%, -3%, i, -5%, 1%, 4%, ?, -0.1%
COc1cccc(-c2csc(N3CCN(CC(=O)Nc4ccc5c(c4)OCO5)CC3)n2)c1
    i, i, 6%, -12%, 5%, i, -11%, -9%, 3%, ?, -0.1%[57.5 µM]
O=C(COc1ccc(S(=O)(=O)N2CCCC2)cc1Cl)NCc1ccco1
    i, i, -5%, 6%, -3%, i, -4%, 1%, 5%, i, -0.6%
CCOC(=O)c1c(C)n(C)c2ccc(O)c(CN3CCC(C)CC3)c12
    i, i, -2%, -21%, ?, i, -2%, 6%, -2%, ?, -0.1%[57.5 µM]
CCOCCCN1CC(C(=O)NCCc2ccccc2)CC1=O (stereo unspecified)
    i, i, 1%, 5%, -1%, i, -1%, 6%, -2%, i, 0.1%
O=C(NCN1CCc2ccccc2C1)c1cnccn1
    i, i, -3%, -21%, ?, i, -2%, 7%, -2%, i, 0.0%[57.5 µM]
N#Cc1cc2ccccc2nc1SCc1ccccn1
    i, ?, -2%, ?, -8%, i, 10%, -29%, 0%, i, ?
O=c1[nH]c2cc3c(cc2cc1C(c1nnnn1CC1CCCO1)N1CCCCCC1)OCO3 (stereo unspecified)
    i, 1.3e-07M*, -1%, -14%, -6%, i, -4%, 18%, -1%, i, 1.2%
O=C(O)[C@H]1C[C@H](C(=O)O)N1
    ?, i, 5%&-7%, 40%[activator], -7%&-1%, i, ?, -13%&11%, -1%&-1%, ?, 2.6%&0.5%
Cn1c(=O)c2c(SC3CCCC3)nc(CC(C)(C)C)nc2n(C)c1=O
    ., ., 0%, 0%, -20%, ., -1%, -11%, ., ., -1.2%
O=c1oc2ccccc2cc1-c1nnc(-c2cccc(Br)c2)o1
    i, 1.6e-07M*, 4%, 7%, -5%, i, 3%, -3%, 0%, i, .
CCc1ccccc1O
    ., ., ., -3%, -7%, ., -3%, -6%, ., ., 0.6%
Cc1cccc(CNc2ccnc(-c3ccccc3C(F)(F)F)n2)c1
    i, i, -5%, -19%, -2%, i, 7%, -8%, 3%[9.22 µM], ?, -0.3%
Cc1cc(C)nc(N2CCCC(C(=O)NCCc3cccc(F)c3)C2)n1 (stereo unspecified)
    ?, 1.1e-07M*, -2%, -22%, -2%, i, -2%, 13%, -3%, i, -0.2%[57.5 µM]
